Rat MKP-3 inhibitors – MKP-3 phosphatase inhibitors, primary screen, biochemical, rat enzyme, in vitro (AID 425); recombinant MKP-3 phosphatase activity, fluorescence; higher % means a stronger effect; inhibition, % at 20 µM; hits with a dose series show IC50 in µM; actives 0.17% (n = 110,000); in the data active means inhibition above about 50%;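 further: plate controls were vehicle for no effect and reference inhibitor for full effect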
Hsp70 displacement – Hsp70 inhibitors, probe displacement, primary screen, biochemical, fluorescence polarization (AID 583); Hsp70 fluorescence polarization probe displacement, mP; higher % means a stronger effect; one-dose displacement, % at 20 µM; IC50 in µM for titrated hits; actives 0.06% (n = 140,000); in the data active means displacement above about 50%;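 further: plate controls were vehicle for no effect and reference ligand for full effect; a part of the inactive calls stands beside numbers as strong as those of hits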
* marks the source's active call; other numbers are inactive results; . = no result given; & = joins results of further samples.

Rat MKP-3 inhibitors	Hsp70 displacement	compound
.	-2.3%	CC1=C(C(=O)NCc2ccccc2)C(c2cc(Br)cc(Br)c2OC(C)C)NC(=O)N1 (stereo not drawn)
-5.6%	-2.4%	Cc1coc2c(C)c3oc(=O)c4c(c3cc12)CCCC4
-0.5%	2.5%	O=C(CN(Cc1ccccc1)S(=O)(=O)c1ccccc1)NCc1ccco1
0.0%	4.7%	CCOC(=O)CNC(=O)c1cc(-c2ccc(Cl)c(Cl)c2)nc2ccccc12
-1.1%	-4.8%	COc1ccccc1NS(=O)(=O)c1ccc(Br)c(C(=O)Nc2ccccc2)c1
-3.8%	1.4%	COC(=O)c1ccc(OC(=O)c2ccccn2)cc1
1.1%	-0.8%	Cc1ccn2c(C(=O)N/N=C\c3ccc4c(c3)OCO4)c(C)nc2c1
-0.5%&2.2%	6.2%&-3.4%	CN=C(C)C1=C(O)C(C(=O)OC)C(C)(C)CC1=O (stereo not drawn)
-5.1%	0.5%	CCCC(=NCC(=O)O)C1=C(O)C(C(=O)OC)C(C)(C)CC1=O (stereo not drawn)
0.4%	2.4%	COc1cc(OC)cc(C(=O)Nc2ccc(I)cc2Cl)c1
-3.7%	-2.0%	CCOC(=O)N1CCN(C(=O)CN2C(=O)COc3ccc(C)cc32)CC1
-4.1%	-5.5%	COc1cc(/C=N/N2C(=O)c3ccccc3C2=O)c([N+](=O)[O-])cc1OC
-1.1%	0.7%	N#CSCCCCOc1ccc(I)cc1
6.4%	-2.8%	CC(C)n1nc(C(=O)OCC(=O)N(C)C2CCS(=O)(=O)C2)c2ccccc2c1=O (stereo not drawn)
5.9%	2.7%	Cc1ccc(OCCOc2ccc(Cl)cc2C=C2C(=O)NC(=S)NC2=O)cc1
-1.4%	-0.9%	CCn1nnnc1SCC(=O)Nc1nc(-c2cccs2)cs1
.	0.9%	N#CC1=C(N)SC(N)=C(C#N)C1C1C=CCCC1 (stereo not drawn)
10.3%	-4.5%	COc1ccc(C(=O)CSc2nnc(-c3cnccn3)n2Cc2ccco2)cc1
2.6%	1.0%	CC(=O)NN1C(=O)/C(=C/c2cccc(O)c2)SC1=S
.	-2.5%	CCOC(=O)C(=O)Nc1nnc(C2CCCCC2)s1

Next section:
Rat MKP-3 inhibitors	Hsp70 displacement	compound
1.8%	2.8%	CC(=O)Oc1ccc2c(C)c(C)c(=O)oc2c1C
.	3.0%	COc1ccc(N2CCN(S(=O)(=O)c3cccc4nsnc34)CC2)cc1
4.5%	-0.6%	COc1ccc(NC2=C(Cl)C(=O)N(c3ccccc3Cl)C2=O)c(OC)c1
.	-5.2%	CCc1ccc(NC(=O)Cn2nc(C(F)(F)F)c3c2CCC3)cc1
0.9%	-2.1%	Cc1ccc(N2C(=O)C(=O)/C(=C(/O)c3ccccc3)C2c2ccc(O)cc2)cc1Cl (stereo not drawn)
4.4%	-0.9%	CC(/C=N/NC(=O)c1cc(-c2ccccc2)n[nH]1)=C\c1ccccc1
-12.5%	0.5%	COc1cccc(N2CCN(C3CC(=O)N(c4ccc(C)c(Cl)c4)C3=O)CC2)c1 (stereo not drawn)
-7.5%	-4.0%	Cc1ccc(C2CC(=O)Nc3sc(C(N)=O)c(N)c32)cc1 (stereo not drawn)
11.0%	4.4%	O=C1N(c2ccc(Cl)c(Cl)c2)CN(Cc2ccccc2)CN1n1cnnc1
3.0%	-3.2%	Cc1ccccc1C(=O)OCn1nnc2ccccc2c1=O
.	-1.5%	Cc1ccc(Cn2nnnc2CN2CCC(NC(=O)c3ccccc3F)CC2)cc1
6.8%	-22.2%	CCc1ccc2oc(-c3cccc(NC(=O)c4cccc(C)c4)c3)nc2c1
-2.9%	3.8%	Cn1c(=O)c2c(ncn2CC(=O)N2CCN(c3ccc([N+](=O)[O-])cc3)CC2)n(C)c1=O
-6.2%	3.6%	COc1ccc2[nH]c(=O)c(CN(CC3CCCO3)C(=O)Nc3ccccc3OC)cc2c1 (stereo not drawn)
-1.2%	-21.2%	CCN1c2ccccc2NC2C1C(C(C)=O)C(=O)N2c1ccc(Cl)cc1 (stereo not drawn)
.	6.0%	O=C1c2ccccc2CCC12N=NCC2c1ccccc1 (stereo not drawn)
1.2%	-5.8%	Cc1ccc(SC/C(O)=C(\C#N)c2nc3ccccc3n2C)cc1
1.2%	2.4%	Cc1ccc(C(=O)NN2C(=O)c3ccc(S(=O)(=O)c4ccc(C(=O)O)cc4)cc3C2=O)cc1
.	0.9%	Cc1cc(C)c(C#N)c(SCC(=O)C(C)(C)C)n1
.	4.5%	COc1cccc(NC(=O)CN2CCC(C)CC2)c1

(listing goes on)
Rat MKP-3 inhibitors	Hsp70 displacement	compound
15.7%	6.3%	CN(C)c1ccc(C(=O)Nc2nnc(-c3ccc(Cl)cc3)o2)cc1
0.9%	-2.8%	Cc1occc1C(=O)O/N=C(\N)c1cccnc1
0.2%	-0.8%	COc1ccc(OC)c(-n2c(N)c(C(=O)NCC3CCCO3)c3nc4ccccc4nc32)c1 (stereo not drawn)
-0.7%	-1.5%	C1CCC(n2nnnc2CN2CCCC2)CC1
-0.3%	4.2%	Cc1ccc(-c2ccc(/C=N/N3C(=O)C4C(C3=O)C3C=CC4C34CC4)o2)c([N+](=O)[O-])c1 (stereo not drawn)
0.5%	6.9%	Cc1ccnc(NC(=O)C2CCCCC2C(=O)O)c1 (stereo not drawn)
0.8%	-1.5%	C=CCc1c(C)[nH]c2ccc(C(=O)OCC)cc2c1=O
-1.5%	-4.4%	Cc1cc(C)n(C(=O)CNC(=O)c2ccc(Br)cc2)n1
2.4%	-1.6%	Cc1noc(/C=C/N(C)C)c1S(=O)(=O)N1CCCC(C(=O)NC2CCCCC2C)C1 (stereo not drawn)
4.8%	1.8%	CCOC(=O)N1CCN(c2c(NC3CCN(Cc4ccccc4)CC3)c(=O)c2=O)CC1
-1.4%&2.4%	-1.9%&1.6%	COC(=O)c1c(O)ccc(Oc2ccccc2)c1C(=O)OC
3.0%	-2.3%	COc1ccc(C2Nc3ccccc3NC3=C2C(=O)CC(c2ccccc2)C3)cc1OC (stereo not drawn)
2.7%	0.4%	COC(=O)c1ccc(NC(=O)c2cccc(Cl)c2Cl)cc1
4.0%	.	CCC(=O)N1c2ccccc2NC2=C(C(=O)CC(c3ccc(OC)cc3)C2)C1c1ccccc1 (stereo not drawn)
-7.5%	-3.1%	CCOC(=O)c1[nH]c2ccc(OCC)cc2c1NC(=O)CN1CCN(c2ccccc2)CC1
-4.6%	-10.4%	CCCCn1ccnc1C(=O)c1cccc(S(=O)(=O)N2c3ccccc3CC2C)c1 (stereo not drawn)
.	-1.0%	CCOC(=O)c1sc(C)c2c1NC(c1ccc(N(C)C)cc1)NC2=O (stereo not drawn)
-1.3%	9.2%	O=C1NC(=S)N(c2cccc(Br)c2)C(=O)/C1=C/c1ccc(Cl)cc1
-1.2%	1.0%	O=c1cc(N2CCOCC2)[nH]c(=O)n1C1CCCCC1
5.5%	2.7%	Fc1ccc(-c2ccc(C(=S)N3CCN(c4ccccc4)CC3)o2)cc1

Following part
Rat MKP-3 inhibitors	Hsp70 displacement	compound
.	-3.4%	CCOC(=O)c1c(C)sc2c1N(C(C)=O)c1cc(Cl)ccc1S2
1.8%	1.4%	O=C(CC1CCCC1)Nc1nc2ccccc2[nH]1
5.2%	-3.3%	CC(C)Cn1cnc2c(N)nc3ccccc3c21
0.0%	4.3%&-5.6%	COc1ccc(OCC(=O)NCCCN2CCOCC2)cc1
10.3%	-6.3%	O=C(NCCc1c[nH]c2ccccc12)C(F)(F)C(F)F
1.6%	-2.9%	O=C(Nc1ccc(-c2nc3ccccc3o2)c(O)c1)c1cccnc1
2.0%	-2.2%	Cc1ccc(NC(=O)CN(c2ccc(Cl)cc2)S(C)(=O)=O)cc1
4.2%	3.8%	CCSc1ccc2nnc(-c3cccc(F)c3)n2n1
0.3%	-3.1%	Cc1ccc2nc(NCCCN3CCOCC3)c(C=NCCCN3CCOCC3)c(=O)n2c1
3.2%	3.6%	COc1cc([N+](=O)[O-])cc(/C=C2\C(=O)NC(=O)N(c3ccc(Br)c(C)c3)C2=O)c1O
0.3%	5.1%	O=C1N(CN2CCN(c3cccc(Cl)c3)CC2)c2ccccc2C12OCCCO2
.	0.2%	COC(=O)c1[nH]c2cccc(OC)c2c1NC(=O)CN(C)CC1OCCO1
0.3%	.	O=C(NCC1CCCO1)C(=O)Nc1ccc(F)cc1 (stereo not drawn)
-3.4%	1.6%	c1ccc(OCCSc2nnnn2-c2ccccc2)cc1
-1.8%	0.0%	O=C(c1cccc(C(F)(F)F)c1)N1CCCCCC1
3.3%	7.2%	COc1ccc(/C=C2/SC(=O)N(CNc3cc(C)ccc3C)C2=O)cc1OC
-2.3%	0.4%	CCOc1ccc(N2C(=O)NC(=O)/C(=C\c3ccc(-c4ccc([N+](=O)[O-])cc4OC)o3)C2=O)cc1
.	2.0%	COc1ccc(C2CC(c3c(-c4ccccc4)c4cc(Cl)ccc4[nH]c3=O)=NN2S(C)(=O)=O)cc1 (stereo not drawn)
-9.7%&5.5%	0.5%&-0.5%	OCc1cn(-c2ccccc2)nc1-c1ccc(-c2nn(-c3ccccc3)cc2CO)cc1
-0.7%	1.5%	CCn1cc(C(=O)O)c(=O)c2cc(S(=O)(=O)N(C)C)ccc21

Additional compounds
Rat MKP-3 inhibitors	Hsp70 displacement	compound
3.3%	-1.6%	CCC(C)(C(=O)NC1CCCC1)N(C(=O)CNC(C)=O)c1ccccc1 (stereo not drawn)
0.5%	6.4%	Cc1ccc(SCCCCN2C(=O)NC(C)(C)C2=O)cc1
-1.3%	-5.4%	COc1ccc(NC(=O)CCS(=O)(=O)c2ccc3c(c2)CCCN3C(C)=O)cc1
.	-4.2%	Cc1ccccc1C(=O)N=c1sccn1C
-1.3%	.	Cn1c(CCCOc2ccc(Cl)cc2Cl)nnc1SCC(=O)Nc1nccs1
.	2.8%	CSc1ccccc1NC(=S)Nc1ccccc1C(F)(F)F
-3.9%	8.8%	COC(=O)C1C2C=CC3(CN(C(C)C)C(=O)C13)O2 (stereo not drawn)
0.0%	5.1%	O=C(Nc1nnc(CCOCCc2nnc(NC(=O)c3cccs3)s2)s1)c1cccs1
2.7%	-2.7%	Cc1cccnc1N(C(=O)c1cccc(Cl)c1)C(=O)c1cccc(Cl)c1
0.5%	0.1%	Cc1ccc(CN2CCN(S(C)(=O)=O)CC2)cc1
-6.9%	4.7%	COc1ccc(C2CC(=O)c3sc(N)nc3C2)cc1 (stereo not drawn)
2.5%	-2.8%	CCOC(=O)c1c(CN2CCCCC2)n(C)c2ccc(OC)c(S(=O)(=O)c3ccccc3)c12
3.5%	4.1%	Cc1cccc(OCC(=O)O/N=C(\N)Cc2ccc(Cl)cc2Cl)c1
-4.3%	-4.8%	CCCN1CCN(c2nc3c([nH]2)c(=N)ncn3CC(O)CO)CC1 (stereo not drawn)
3.8%	2.0%	CCOc1cc(C(=O)Nc2ccc([N+](=O)[O-])cc2C)cc(OCC)c1OCC
-2.2%	-2.6%	O=C(NCc1cccs1)C1CCCN1S(=O)(=O)c1ccccc1F (stereo not drawn)
-3.7%	3.5%	O=C(c1ccc2c(c1)OCO2)N1CCCN(C(=O)c2ccc3c(c2)OCO3)CC1
.	-2.2%	CCOC(=O)CSc1nc2c(sc(=S)n2-c2ccccc2OC)c(=O)n1Cc1ccco1
1.9%	3.3%	O=C(NCc1ccc2c(c1)OCO2)c1ccc2c3c(cccc13)CC2
.	3.1%	Cn1nc(C(=O)N2CCc3ccccc3C2)c2ccccc2c1=O

Part of the list above in order of molecular weight, smallest number first:
Rat MKP-3 inhibitors	Hsp70 displacement	compound
0.5%	6.4%	Cc1ccc(SCCCCN2C(=O)NC(C)(C)C2=O)cc1
3.5%	4.1%	Cc1cccc(OCC(=O)O/N=C(\N)Cc2ccc(Cl)cc2Cl)c1
-2.2%	-2.6%	O=C(NCc1cccs1)C1CCCN1S(=O)(=O)c1ccccc1F (stereo not drawn)

Given as tab-separated lines: part of the list above.
Molecule	Rat MKP-3 inhibitors	Hsp70 displacement
Cc1cccnc1N(C(=O)c1cccc(Cl)c1)C(=O)c1cccc(Cl)c1	2.7%	-2.7%
Cc1ccc(CN2CCN(S(C)(=O)=O)CC2)cc1	0.5%	0.1%
COc1ccc(C2CC(=O)c3sc(N)nc3C2)cc1 (stereo not drawn)	-6.9%	4.7%
CCOC(=O)c1c(CN2CCCCC2)n(C)c2ccc(OC)c(S(=O)(=O)c3ccccc3)c12	2.5%	-2.8%

Going on with the list:
Rat MKP-3 inhibitors	Hsp70 displacement	compound
4.8%	-2.2%	O=c1cc(-c2ccc([N+](=O)[O-])cc2)nc2cc(-c3ccc(F)cc3)[nH]n12
-8.6%	1.1%	CN(C)/C=N/c1c(C#N)cnn1-c1ccc(C(F)(F)F)cn1
2.6%	5.1%	CCOc1ccc(C(=O)Nc2nc3ccc([N+](=O)[O-])cc3s2)cc1
.	9.6%	CC1=C(C(=O)OCc2ccccc2)C(c2ccc(N(C)C)cc2)NC(=O)N1 (stereo not drawn)
3.1%	6.7%	CCCOC(=O)c1cccc(NC(=O)COc2ccccc2OC)c1
2.2%	0.9%	Cc1cc(C(=O)Nc2nc(-c3ccccc3)c(C)s2)ccc1[N+](=O)[O-]
.	2.7%	O=c1cc(Nc2ccc3c(c2)OCCO3)[nH]c(=O)n1-c1ccc(Br)cc1
.	-2.4%	CC(=O)c1ccc(NC(=O)Nc2cccc(Cl)c2)cc1
15.8%	2.5%	O=C(Nc1cccc2ccccc12)c1cc(-c2ccco2)nc2ccccc12

4 entries from above, with each value named:
SMILES: CCN1c2ccccc2NC2C1C(C(C)=O)C(=O)N2c1ccc(Cl)cc1 (stereo not drawn)
  Rat MKP-3 inhibitors: -1.2%; Hsp70 displacement: -21.2%
SMILES: O=C1c2ccccc2CCC12N=NCC2c1ccccc1 (stereo not drawn)
  Rat MKP-3 inhibitors: .; Hsp70 displacement: 6.0%
SMILES: Cc1ccc(SC/C(O)=C(\C#N)c2nc3ccccc3n2C)cc1
  Rat MKP-3 inhibitors: 1.2%; Hsp70 displacement: -5.8%
SMILES: Cc1ccc(C(=O)NN2C(=O)c3ccc(S(=O)(=O)c4ccc(C(=O)O)cc4)cc3C2=O)cc1
  Rat MKP-3 inhibitors: 1.2%; Hsp70 displacement: 2.4%

Only part of the results is shown (hit frequency here may not be typical).
